# Tau FP inhib – qHTS for Inhibitors of Tau Fibril Formation, Fluorescence Polarization; Microtubule-associated protein tau (Homo sapiens), P10636; K18 P301L tau heparin fibrillization, Alexa594 FP, 6 h; Potency, µM (series often up to 57.7 µM), inactives show at the highest dose activity, negative = inhibition, hits mostly inhibitors; actives 0.39% (n = 280,000); note: % is set by controls: 0 for no effect and ±100 for the full control effect; nearly all actives have a fitted effect of over 55% in size
# Target sequence (P10636 561-689 P618L limits assumed): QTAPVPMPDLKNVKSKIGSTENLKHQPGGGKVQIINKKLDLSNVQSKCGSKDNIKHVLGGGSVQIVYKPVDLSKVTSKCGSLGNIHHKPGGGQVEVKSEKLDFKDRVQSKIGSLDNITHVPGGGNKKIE
#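 FP of Alexa 594-tau after heparin (20 uM) induction. Substrate: human K18 P301L, 15 uM unlabeled, 0.24 uM labeled. Buffer 100 mM sodium acetate pH 7. 6 hr, 37 C.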
# TR SRC2 fluor cs – Total Fluorescence Counterscreen for Inhibitors of the Interaction of Thyroid Hormone Receptor and Steroid Receptor Coregulator 2 | TRb/SRC2 Texas Red total fluorescence interference | Potency, µM (doses to about 106 µM), for inactives: at the highest dose fluorescence change, negative = quenching | actives 0.29% (n = 280,000) | AID 1479, 2009; active = well fitted curve in either direction with a large enough effect; inconclusive = small, poorly fitted or top-dose-only effect; note: % is set by controls: 0 for no effect and ±100 for the full control effect
#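 Flags fluorescent or light-absorbing compounds by total fluorescence, S + 2P, at 555 nm excitation and 632 nm emission. Mixture: 20 nM Texas Red SRC2 peptide, 0.6 uM human TRb LBD, 1 uM T3, 5% DMSO; compound exposure 5 h at ambient temperature.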
# L3MBTL1 inh – qHTS Assay for the Inhibitors of L3MBTL1. Potency, µM (top dose mostly 57.1 µM), without a hit: at the highest dose activity, negative = inhibition, usual class: inhibitors. Lethal(3)malignant brain tumor-like protein 1 (Homo sapiens), Q9Y468. actives 0.66% (n = 230,000). AlphaScreen L3MBTL1–H3K9me1 peptide binding. AID 485360, 2010; note: % is set by controls: 0 for no effect and ±100 for the full control effect; nearly all actives have a fitted effect of over 60% in size
#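 L3MBTL1 50 nM + b-AHA-H3(1-15)K9me1 75 nM, 30 min RT; compound added, 30 min RT; streptavidin donor/Ni-chelate acceptor beads 10 ug/mL each final, 30 min RT dark; AlphaScreen read.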
# TRb-SRC2 inh – qHTS for Inhibitors of the Interaction of Thyroid Hormone Receptor and Steroid Receptor Coregulator 2; TRbeta-SRC2 peptide binding, fluorescence polarization; receptor liganded with 1 µM T3; actives 0.065% (n = 280,000); Thyroid hormone receptor beta (Homo sapiens), P10828; Potency, µM (series often up to 106 µM), for inactives: at the highest dose activity change, negative = inhibition, hits mostly inhibitors;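 note: plate controls were bound peptide for no effect and peptide without receptor for full effect; nearly all actives have a fitted effect of over 50% in size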
#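 Each compound concentration gave % activity, normalized to unbound and bound Texas Red SRC2 controls, from polarization read after 5 hr ambient incubation with T3-loaded human TRb LBD.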
# Tau fluor cs – Counterscreen qHTS for Inhibitors of Tau Fibril Formation, Fluorescence Polarization; tau K18 P301L Alexa594 fluorescence, heparin fibrillization; Potency, µM (highest dose often 57.7 µM), without a hit: top-dose activity change, negative = decrease; actives 0.93% (n = 280,000); AID 1463, 2008; note: % is set by controls: 0 for no effect and ±100 for the full control effect; nearly all actives have a fitted effect of over 55% in size
#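 Human tau K18 P301L (15 uM unlabeled, 0.24 uM Alexa 594-labeled) in 100 mM sodium acetate pH 7 with 20 uM heparin, 6 hr at 37 C. ThT 30 uM added, 1 hr ambient; Alexa 594 FP and total fluorescence read at 555/632 nm.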
# Tau ThT inhib – qHTS for Inhibitors of Tau Fibril Formation, Thioflavin T Binding; recombinant tau K18 P301L (four-repeat tau fragment), heparin-induced fibrillization, ThT fluorescence; Potency, µM (titrated, usually from 57.4 µM), inactives show at the highest dose activity, negative = inhibition, most hits filed as inhibitors; actives 2.1% (n = 270,000); AID 1460, 2008; note: % is set by controls: 0 for no effect and ±100 for the full control effect; nearly all actives have a fitted effect of over 55% in size
#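 In this qHTS, human K18 P301L tau is incubated with compound and heparin for 6 hr at 37 C, and Thioflavin T fluorescence then reports fibril load.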
# HTT cytoprotect – qHTS Multiplex Assay to Identify Dual Action Probes in a Cell Model of Huntington: Cytoprotection (ATP); PC12 HTT-Q103 induced, cytoprotection, ATP luminescence, 40 h; Potency, µM (series often up to 56.4 µM), without a hit: cytoprotection (ATP increase), most hits filed as activators; actives 0.14% (n = 230,000); AID 1471, 2008;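 note: % of control where 0% means no effect; nearly all actives have a fitted effect of over 45% in size; toxic huntingtin expression switched on by the ecdysone agonist tebufenozide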
#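 PC12 cells stably carrying ecdysone-inducible Htt exon 1 (Q103)–GFP were induced with 100 nM tebufenozide (final) alongside library compounds in a dose series. Cytoprotection was scored as retained ATP by ATPlite luminescence.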
# RECQ1 inh – qHTS Assay for Inhibitors of RecQ-Like Dna Helicase 1 (RECQ1); actives 0.54% (n = 240,000); RECQ1 DNA unwinding, red fluorescence kinetic read; ATP-dependent DNA helicase Q1 (Homo sapiens), P46063; AID 2549, 2010; Potency, µM (doses to about 57.3 µM), inactives show top-dose activity, negative = inhibition, usual class: inhibitors;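 note: plate controls were vehicle for no effect and no enzyme for full effect; nearly all actives have a fitted effect of over 30% in size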
# Target sequence (P46063 whole entry, looked up): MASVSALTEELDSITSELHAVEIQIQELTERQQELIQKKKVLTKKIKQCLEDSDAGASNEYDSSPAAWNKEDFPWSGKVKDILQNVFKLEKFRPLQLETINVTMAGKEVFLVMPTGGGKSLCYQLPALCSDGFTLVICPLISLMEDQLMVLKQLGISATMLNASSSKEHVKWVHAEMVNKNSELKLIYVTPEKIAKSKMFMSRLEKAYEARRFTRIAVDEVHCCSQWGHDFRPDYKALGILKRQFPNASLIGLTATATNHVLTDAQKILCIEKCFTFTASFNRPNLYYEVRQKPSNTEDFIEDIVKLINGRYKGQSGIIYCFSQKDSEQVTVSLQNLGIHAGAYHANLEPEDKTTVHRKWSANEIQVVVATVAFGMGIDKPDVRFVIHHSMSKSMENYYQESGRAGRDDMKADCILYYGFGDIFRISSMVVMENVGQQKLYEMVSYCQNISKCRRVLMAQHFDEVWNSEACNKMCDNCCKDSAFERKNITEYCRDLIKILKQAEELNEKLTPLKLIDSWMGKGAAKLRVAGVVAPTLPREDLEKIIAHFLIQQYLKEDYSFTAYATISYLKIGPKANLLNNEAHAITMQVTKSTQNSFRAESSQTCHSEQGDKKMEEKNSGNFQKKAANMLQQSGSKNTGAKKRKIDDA
#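 50 nM RECQ1T1 preincubated 15 min with compound in Tris pH 8.0 buffer with MgCl2, DTT, Tween-20 and 2.5 ug/ml poly(dI-dC); started with 200 nM TAMRA/BHQ-2 forked duplex and 2 mM ATP. Unwinding read as fluorescence (525/598 nm), two reads 2 h apart.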
# The depositor's hits bear a star; i = inactive; ? = inconclusive; . = no result given; & = joins results of further samples; [ ] = remark or other dose. Unless noted, calls come from the whole dose curve; as a rule, active = well fitted curve in the direction sought with a large enough effect; inconclusive = small, poorly fitted or top-dose-only effect, or another doubt; inactive = no such curve, though single readings can be large; an effect the other way counts as inactive or inconclusive. Potency is the fitted concentration of half-maximal effect. An excerpt; the hit share may differ from the screen's.
(1) COc1ccc(/C=C/c2ccncc2)cc1OC
(2) CN(C)CCCN(C(=O)CCc1ccccc1)c1nc2ccc(F)cc2s1
(3) Cc1ccc(C)c(C(=O)Nc2cc(C)nn2-c2nc(C)cc(C)n2)c1
(4) Cc1nnc(N2CCc3ccccc3C2)[nH]c1=O
(5) CCCCN1C(=O)Nc2ccccc2S1=O (configuration not stated)
(6) Cc1nnc(SCc2ccc([N+](=O)[O-])cc2)o1

compound no.	1	2	3	4	5	6
Tau FP inhib	4%	-15%	-4%	4%	-5%	0%
TR SRC2 fluor cs	-3%	-2%	4%	-3%	-2%	-2%
L3MBTL1 inh	-3%	2%	21%	1%	4%	3%
TRb-SRC2 inh	-6%	-11%	7%	-6%	2%	-4%
Tau fluor cs	1%	-25%	-6%	2%	0%	2%
Tau ThT inhib	?	-14%	-11%	2%	1%	2%
HTT cytoprotect	-9%[10 µM]	?	-17%[10 µM]	8%	.	-20%[10 µM]
RECQ1 inh	4%	0%	-4%	-5%	5%	-11%

# Some entries already given with just TR SRC2 fluor cs, L3MBTL1 inh and TRb-SRC2 inh:
cpd | mol | TR SRC2 fluor cs | L3MBTL1 inh | TRb-SRC2 inh
2 | CN(C)CCCN(C(=O)CCc1ccccc1)c1nc2ccc(F)cc2s1 | -2% | 2% | -11%
3 | Cc1ccc(C)c(C(=O)Nc2cc(C)nn2-c2nc(C)cc(C)n2)c1 | 4% | 21% | 7%
4 | Cc1nnc(N2CCc3ccccc3C2)[nH]c1=O | -3% | 1% | -6%
5 | CCCCN1C(=O)Nc2ccccc2S1=O (configuration not stated) | -2% | 4% | 2%
6 | Cc1nnc(SCc2ccc([N+](=O)[O-])cc2)o1 | -2% | 3% | -4%

# The list continues:
(7) CN(C)CCCO/N=C(\c1ccccc1)c1ccncc1
(8) Cc1c(CNCCCc2ccccc2)c(C(=O)O)c(C)n1Cc1cccc(Cl)c1
(9) Cc1ccc(-n2c(=O)c3oc4ccccc4c3n(CC(=O)Nc3ccc(F)c(Cl)c3)c2=O)cc1C
(10) COc1ccc(C(=O)c2c[nH]c(C(=O)NCc3cccnc3)c2)cc1
(11) COc1cc(-c2nc3ccc(Cl)cn3c2Nc2ccc3c(c2)OCO3)ccc1O
(12) Cc1ccc(NC(=O)C(C)Sc2nc3c(c(=O)[nH]2)CCCC3)cc1Cl (configuration not stated)

compound no.	7	8	9	10	11	12
Tau FP inhib	6%	-3%	?	-1%	11%	-5%
TR SRC2 fluor cs	1%	-3%	0%	-2%	-5%	-3%
L3MBTL1 inh	-10%	.	.	2%	.	.
TRb-SRC2 inh	-26%	-1%	3%	-12%	-7%	-10%
Tau fluor cs	-3%	-7%	-13%	-7%	14µM*[quencher]	-1%
Tau ThT inhib	-4%	-11%	1%	-9%	?	5%
HTT cytoprotect	7%[10 µM]	.	.	7%[10 µM]	.	.
RECQ1 inh	-9%	.	.	-3%	.	.

(13) CNC(=O)c1nn(-c2ccccc2)ccc1=O
(14) CC(C)Cc1nnc(NS(=O)(=O)Cc2ccccc2)s1
(15) CCNC(=O)NC(=O)C(C)Sc1nc2cc(C(=O)OC)ccc2c(=O)n1-c1ccccc1 (configuration not stated)
(16) Cc1ccc(S(=O)(=O)N(CCO)c2cc3c(s2)CCCC3)cc1
(17) O=S(=O)(NCc1ccccc1)c1ccccc1Br
(18) CCOC(=O)C1(Cc2cccc(OC)c2)CCCN(C(=O)c2cc(C)[nH]n2)C1 (configuration not stated)

compound no.	13	14	15	16	17	18
Tau FP inhib	3%	6%	2%	-8%	8%	-8%[2.34 µM]
TR SRC2 fluor cs	0%	-6%	-1%	2%	-3%&-1%	-1%
L3MBTL1 inh	17%	.	0%	-1%	.	-26%
TRb-SRC2 inh	-2%	2%	6%	-4%	5%&1%	-4%
Tau fluor cs	5%	10%	-13%	-12%	16%	-30%
Tau ThT inhib	0%	14%	-12%	-5%	8%	-16%
HTT cytoprotect	10%[10 µM]	2%	5%	2%[10 µM]	1%[10 µM]	-58%[inhibitor][10 µM]
RECQ1 inh	-5%	11%	-1%	-17%	-5%	-10%

(19) Cn1c(=O)n(C)c2cc(N3CCCCC3)c(NC(=O)c3c(F)cccc3F)cc21
(20) O=C(CN1CC(=O)Oc2ccccc21)NCc1ccco1
(21) CCO[C@@H]1OC(C(=O)N2CCOCC2)=C[C@H](c2ccccc2)[C@H]1CCCO
(22) CC1CCN(S(=O)(=O)c2ccc3nc(-c4ccccn4)cc(C(=O)NCCN(C)Cc4ccccc4)c3c2)CC1
(23) CCOP(C)(=O)C1(C(=O)OCc2ccccc2)CC1 (configuration not stated)
(24) COC(=O)c1ccc(OCC(O)CN(CCO)CC(O)Cn2ccc3ccccc32)cc1 (configuration not stated)

compound no.	19	20	21	22	23	24
Tau FP inhib	0%	-8%	-4%	3%	-4%	-5%
TR SRC2 fluor cs	-1%	0%	-2%	-2%	-1%	10%
L3MBTL1 inh	.	2%	-12%	4%	0%	-8%
TRb-SRC2 inh	-5%	-4%	-7%	-5%	3%	-1%
Tau fluor cs	-25%	-9%	4%	-1%	10%	-16%
Tau ThT inhib	?	-20%	6%	4%	6%	-15%
HTT cytoprotect	.	7%[0.074 µM]	-4%[10 µM]	.	-2%[10 µM]	-6%[10 µM]
RECQ1 inh	.	-12%	-11%	i	-2%	-1%

(25) N#Cc1cc(C(=O)c2ccccc2OCC(=O)Nc2ccccc2)cn(C2CCCCC2)c1=O
(26) CCOC(=O)c1cccc(NC(=O)CCc2c(C)nc3c4cccnc4nn3c2C)c1
(27) Cc1cccc(C(C)C)c1NC(=O)c1ccc2c(c1)CCN2S(C)(=O)=O
(28) COc1ccc(CN2C(=O)c3cccnc3C2Nc2ccc(OC)c(Cl)c2)cc1 (configuration not stated)
(29) COc1ccccc1NC(=O)Cn1ncc2c1-c1ccccc1OC2
(30) Cc1ccn2c(Nc3ccc4c(c3)OCCO4)c(-c3ccccc3O)nc2c1

compound no.	25	26	27	28	29	30
Tau FP inhib	-6%	-4%	2%	11%	12%	13%
TR SRC2 fluor cs	0%	-2%	0%	1%	3%	-1%
L3MBTL1 inh	9%	.	.	-4%	-4%	.
TRb-SRC2 inh	-5%	1%	-3%	-1%	4%	1%
Tau fluor cs	2%	-12%	5%	-9%	-3%	?
Tau ThT inhib	6%	-7%	9%	-3%	-10%	-16%
HTT cytoprotect	22%[10 µM]	.	.	-1%	-9%[10 µM]	.
RECQ1 inh	1%	.	.	i	-20%	.

(31) CC(C)=CCCC(C)CN1CCC(N2CCC(C(=O)NC(C)C)CC2)CC1 (configuration not stated)
(32) CC(=O)N(Cc1ccc(F)cc1)C1=C(NCc2ccccc2)C(=O)c2ccccc2C1=O
(33) O=C(CCC1CCCN(c2ncccn2)C1)N1CCN(c2ccccn2)CC1 (configuration not stated)
(34) COc1ccc(Nc2nnc(-c3cc4c(ccc5ccccc54)oc3=O)s2)cc1
(35) CC(=O)N/N=C(\C)c1ccc2c(c1)OCCO2
(36) COc1cccc(Cn2nnc(C(=O)NCc3ccc(Cl)cc3Cl)c2N)c1

compound no.	31	32	33	34	35	36
Tau FP inhib	7%	-5%	-2%	3%	7%	?
TR SRC2 fluor cs	0%	-4%	2%	6%	-5%	-3%
L3MBTL1 inh	4%	.	6%	.	-3%	.
TRb-SRC2 inh	0%	-9%	-1%	-2%	-11%	5%
Tau fluor cs	10%	?	-9%	?	1%	-9%
Tau ThT inhib	3%	28µM*	-9%	5µM*	3%	-1%
HTT cytoprotect	-30%[inhibitor]	-98%[inhibitor]	-2%[10 µM]	.	-18%[10 µM]	.
RECQ1 inh	1%	-11%	i	.	i	.

(37) Brc1ccc(-c2csc(-c3c[nH]c4ccccc34)n2)cc1
(38) CC1(C)CC(=O)CC(=Nc2ccc3[nH]c(=O)[nH]c3c2)C1
(39) CCOC(=O)N1CCC(n2c(SCC(=O)Nc3nccs3)nc3ccsc3c2=O)CC1
(40) CCCCCCn1cnc2c(oc3nc4c(cc32)CCCC4)c1=O
(41) Cn1c(CN2CCOCC2)c(C#N)c2ccccc21
(42) CCOC(=O)C(C)(C)C(=O)C(C)(C)C(O)c1ccccn1 (configuration not stated)

compound no.	37	38	39	40	41	42
Tau FP inhib	-6%	2%	-8%	9%	-1%	2%
TR SRC2 fluor cs	-1%	0%	2%	?	-1%	0%
L3MBTL1 inh	-6%	1%	-1%	10%	-10%	1%
TRb-SRC2 inh	7%	-13%	10%	3%	0%	1%
Tau fluor cs	?	8%	-17%	-8%	-3%	3%
Tau ThT inhib	?	-1%	-8%	?	-17%	-5%
HTT cytoprotect	-11%	-10%	-35%[0.074 µM]	19%[10 µM]	2%	-15%
RECQ1 inh	-4%	-5%	-1%	-6%	19%	-11%

(43) CCN1CCN(C(=O)c2ccc(CS(=O)(=O)Cc3ccccc3F)o2)CC1
(44) Cc1ccccc1N=C1SC(CC(=O)Nc2ccc3ccccc3c2)C(=O)N1Cc1ccccn1 (configuration not stated)
(45) COc1cccc(NC(=O)c2cc([N+](=O)[O-])ccc2N2CCN(C)CC2)c1
(46) CN(C)c1ccc(-c2nccc(NCc3ccccc3)n2)cc1

compound no.	43	44	45	46
Tau FP inhib	-4%	-5%	12%	10%
TR SRC2 fluor cs	-1%	0%	-4%	-7%
L3MBTL1 inh	.	-3%	-10%	.
TRb-SRC2 inh	-5%	9%	7%	-3%
Tau fluor cs	-9%	-1%	5%	?
Tau ThT inhib	-4%	2%	-5%	?
HTT cytoprotect	14%	-9%[10 µM]	-14%[10 µM]	-85%[inhibitor]
RECQ1 inh	-4%	-3%	24%	-9%
